Screening data as filed in PubChem.
DNMT1 block: DNMT1 (human) enzyme inhibition; AID 588458; P26358; actives 0.83% (n = 360,000); DNMT1 molecular beacon, Hinp1I cleavage, fluorescence; inhibition (reported as % activation of signal), % at 10 µM; in the data active = inhibition above about 50%
STEP block: inhibitors of human striatal-enriched phosphatase STEP; P54829; recombinant STEP, OMFP fluorogenic substrate, fluorescence; inhibition, % at 20 µM; actives 0.25% (n = 360,000);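 active = inhibition at 20 µM, scaled per plate between control wells, above about 37%, limit read from the data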;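 also: 0% = DMSO with enzyme and substrate and 100% = substrate only without enzyme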
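Material: STEP (striatal-enriched tyrosine phosphatase) enzyme, cell-free; Compound dosing: 20 µM single dose in 1% DMSO; Technique: fluorescence read at 480 nm ex / 540 nm em; Times: reaction 20 min, ambient temperature; Medium: 50 mM Bis-Tris pH 6.0 with 2.5 mM DTT and 0.005% Tween 20; Also added: OMFP at 25 µM.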
CSN deneddyl inh: blocks human CSN-mediated cullin deneddylation; Purified CSN, SCF-Nedd8-OG deneddylation, fluorescence polarization; Q92905; actives 0.38% (n = 360,000); inhibition, % at 12.5 µM; AID 651999;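 active = pattern-corrected inhibition above about 35%, with an unprinted fluorescence ratio check between 0.5 and 1.5, limit read from the data, passing the limit was not always enough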;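 also: 0% = enzyme with substrate and 100% = substrate without enzyme; some results filed as inactive read as strong as hits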
Target sequence (Q92905 whole entry, looked up, one chain of several): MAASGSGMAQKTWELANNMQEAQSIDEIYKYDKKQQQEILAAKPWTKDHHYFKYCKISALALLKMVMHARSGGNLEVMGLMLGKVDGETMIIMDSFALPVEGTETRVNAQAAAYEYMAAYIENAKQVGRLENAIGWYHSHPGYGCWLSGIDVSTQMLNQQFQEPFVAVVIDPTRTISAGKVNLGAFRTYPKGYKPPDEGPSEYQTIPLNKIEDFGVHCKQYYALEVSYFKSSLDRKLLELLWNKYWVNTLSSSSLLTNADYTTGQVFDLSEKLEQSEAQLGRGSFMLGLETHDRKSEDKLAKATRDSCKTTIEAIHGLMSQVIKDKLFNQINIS
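Material: human Csn5 produced in HEK293T cells; Input: enzyme 0.24 nM; Reagent: SCFSkp2-Nedd8OG substrate at 10 nM final; Dosing: 12.5 µM compound; Incubation: 90 min reaction at room temperature; Detection: fluorescence polarization of the substrate; Evaluation: % inhibition of substrate cleavage by Csn5; Control set: substrate-only high control, full reaction low control.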
Rin1-Abl PPI inh: blocks binding of human Rin1 to Abl; TR-FRET Rin1/Abl binding, biochemical; actives 0.4% (n = 360,000); inhibition, % at 7.35 µM; P00519+Q13671; in the data active = inhibition above about 5%, passing the limit was not always enough
Rpn11 block: inhibitors of human proteasome Rpn11; O00487; human 26S proteasome, Ub4-pepOG fluorescence polarization; 20S core pre-blocked with epoxomicin; calls only at 20 µM; actives 0.59% (n = 360,000); AID 588493;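 active = inhibition at 20 µM, scaled to each plate's controls, above about 33%, limit read from the data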
Target sequence (O00487 whole entry, looked up): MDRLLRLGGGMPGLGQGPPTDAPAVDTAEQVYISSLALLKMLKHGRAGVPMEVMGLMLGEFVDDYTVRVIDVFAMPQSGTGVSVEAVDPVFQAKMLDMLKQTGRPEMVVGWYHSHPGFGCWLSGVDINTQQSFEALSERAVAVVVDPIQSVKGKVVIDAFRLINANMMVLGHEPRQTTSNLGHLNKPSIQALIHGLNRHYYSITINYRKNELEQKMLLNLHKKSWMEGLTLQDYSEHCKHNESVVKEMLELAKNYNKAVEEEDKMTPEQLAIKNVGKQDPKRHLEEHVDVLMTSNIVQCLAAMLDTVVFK
LMPTP block: LMPTP (human) inhibition; P24666; recombinant LMPTP-A, OMFP fluorogenic substrate, fluorescence intensity; inhibition, % at 20 µM; actives 0.22% (n = 360,000); AID 651560;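 active = compounds that cut the enzyme signal by at least half of the control window in the single-dose screen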;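 also: plate controls were DMSO wells with enzyme plus substrate for no effect and substrate without enzyme for full effect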
Target sequence (P24666 whole entry, looked up): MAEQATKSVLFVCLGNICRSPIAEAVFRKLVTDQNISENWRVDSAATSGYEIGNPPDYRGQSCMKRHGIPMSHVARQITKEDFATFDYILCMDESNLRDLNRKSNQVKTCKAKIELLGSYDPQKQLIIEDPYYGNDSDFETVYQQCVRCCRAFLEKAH
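Test system – LMPTP-A phosphatase enzyme · Quantity – 0.625 nM LMPTP-A final · Reagent – OMFP substrate, 400 µM final · Dosing – one test concentration per compound, 20 µM, with 3% DMSO overall · Timing – 50 min enzyme reaction at room temperature, protected from light · Detection – fluorescence intensity · Controls – substrate-only low control, DMSO enzyme-plus-substrate high control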
Scp-1 inhibitor: blocks human Scp-1 phosphatase activity; Q9GZU7; Recombinant Scp1, phosphopeptide, malachite green phosphate absorbance; inhibition, % at 20 µM; actives 0.88% (n = 340,000); AID 493091;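 active = inhibition above about 50% at 20 µM, limit read from the data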;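 also: plate controls were DMSO wells with enzyme for no effect and wells lacking enzyme for full effect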
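Incubation: 45 min enzyme reaction at room temperature / System: truncated SCP-1 phosphatase (76-261aa) / Reagent: Phospho 17-mer peptide substrate / Buffer or medium: Acidic Tris acetate buffer with magnesium and detergent / Signal: absorbance at 630 nm / Doses: one concentration, 20 µM, with 1.0% DMSO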
SUMO1 PPI mod: SUMO1-SIM interaction modulation | P63165 | SUMO1 binding to a labelled peptide, TR-FRET, 1 h | inhibition, % at 20 µM | actives 0.33% (n = 360,000); in the data active = inhibition above about 37%
Target sequence (P63165 whole entry, looked up): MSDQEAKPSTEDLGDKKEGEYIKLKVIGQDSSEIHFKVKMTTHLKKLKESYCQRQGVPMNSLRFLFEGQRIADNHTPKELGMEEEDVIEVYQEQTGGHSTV
Neddylation inh: cullin neddylation inhibition. P61081+Q13564. TR-FRET cullin neddylation, biochemical. calls only at 25 µM. actives 0.58% (n = 360,000). AID 651699; in the data active = inhibition above about 36%
NadD block: inhibitors of Staphylococcus aureus NadD; purified NadD enzyme, colorimetric absorbance read-out; inhibition, % at 20 µM; actives 0.78% (n = 360,000); in the data active = inhibition above about 26%; also: some compounds past the cut are filed as inactive
The depositor's hits bear a star; i = inactive; . = not tested or not shown.

Results follow in this order: Neddylation inh	Rpn11 block	Scp-1 inhibitor	Rin1-Abl PPI inh	DNMT1 block	LMPTP block	NadD block	STEP block	CSN deneddyl inh	SUMO1 PPI mod
Cc1ccc2c(cnn2C(=O)CCC(=O)NCc2ccccc2Cl)c1
 : i	i	-1	-1	2	0.3	-7	3	-2	7
COC(=O)C1=C(C)N(C(C)c2ccccc2)C(=O)/C1=C\c1ccco1 (centres undefined)
 : i	i	-12	-1	-12	2.1	9	0	6	-1
O=C(Nc1ccc(-n2cnnn2)cc1)C1CCC1
 : i	i	-2	-2	2	-2.7	-2	2	1	-3
O=S1(=O)C[C@H](N2CCCC2)[C@@H](COCc2ccccc2)N1
 : i	i	.	6	8	-2.1	-3	-3	-2	9
CCCCOC(=O)C1=C(C)Nc2ncnn2C1c1cccc(OC)c1 (centres undefined)
 : i	i	-9	-3	-1	-1.0	3	6	1	3
COc1ccc(C(=O)OCC(=O)NCc2ccc3c(c2)OCO3)cc1[N+](=O)[O-]
 : i	i	-13	-1	-6	0.3	-10	1	-18	-25
CCOc1cc(CNc2ncc(-c3ccc(OC)cc3)n2C)ccc1O
 : i	i	-8	-1	-9	-1.1	-3	1	6	0
O=C(c1cc2cc(F)ccc2[nH]1)N1CCN(c2ccc(F)cc2)CC1
 : i	i	-1	1	-2	1.1	-1	1	-2	-1
COc1ccccc1CNC(=O)C1(C)CCCCN1C (centres undefined)
 : i	i	.	2	2	-0.6	-2	-3	-4	-4
Cc1ccc(SCCC(=O)N(C)C)cc1
 : i	i	-5	-2	9	-1.4	-3	-3	1	1
C/C=C(\C)CN1CCc2cc(OC)c(OC)cc2C1
 : i	i	0	3	4	0.4	3	-10	5	-5
COc1ccc(NC(=O)/C(C#N)=C\c2ccc(-c3cc(C(=O)O)ccc3C)o2)cc1
 : i	i	34	1	16	-0.3	14	-4	3	8
O=C(C[C@H]1C/C=C\CC[C@H](Cc2ccc(F)cc2)C(=O)O[C@H](c2ccccc2)CNC1=O)N[C@H](CO)Cc1ccccc1
 : i	i	0	2	11	-0.6	0	0	-4	5
N#CCCN(CCC#N)c1nnc(-c2ccccc2)s1
 : i	i	3	1	5	0.8	-1	-1	4	-1
CCOc1ccc2c(c1)-c1c(ssc1=S)C(C)(C)N2C
 : i	i	-5	-1	-7	3.7	-2	0	-4	-22
O=C1N=C(O)CN1/N=C/c1ccc(-c2ccc([N+](=O)[O-])cc2)o1
 : i	i	19	-8	-3	-0.6	-1	2	-1	-32
Cc1cc(NC(c2ccc(Cl)cc2)c2ccc3cccnc3c2O)no1 (centres undefined)
 : i	i	-10	1	-11	2.3	8	2	2	-15
OCCN(CC#CC(O)(c1ccccc1)C1CCCCC1)CCO (centres undefined)
 : i	i	-5	-1	3	-1.3	-2	-2	1	3
Cc1cccc(CC(=O)OCn2nnc3ccccc3c2=O)c1
 : i	i	-8	-5	1	-0.6	-5	-4	0	1
Nc1nc2c(s1)CCCCCCCCCC2
 : i	i	4	2	6	13	15	1	2	6
O=C(CN1CCN(S(=O)(=O)c2ccc(Cl)cc2)CC1)N1CCCC1
 : i	i	-6	-1	2	-0.1	0	0	-3	-3
Cc1cc(C)c(NC(=O)Nc2ccc3c(c2)OCO3)c(C)c1
 : i	i	-2	3	5	1.3	-3	0	-2	1
CCCCNS(=O)(=O)c1ccc2nc(SCC(=O)c3ccc(C#N)cc3)[nH]c2c1
 : i	i	27	-2	-3	1.1	11	-2	3	-5
Cc1cc(-c2cc(C(=O)NCc3ccccc3)on2)nc(NC2CCCC2)n1
 : i	i	2	1	-4	1.7	-2	5	4	-2
Cn1nc(-c2ccc(C(=O)Nc3cccc(Cl)c3)cc2)c2ccccc2c1=O
 : i	i	-10	0	22	-0.2	4	-1	-2	0
Cc1cc(C(C)(C)C)ccc1OCCN(C)C
 : i	i	6	3	-1	-1.6	11	1	16	-1
O=[N+]([O-])c1ccc(C[n+]2cccc3ccc4cccnc4c32)cc1
 : i	i	-6	-1	5	2.4	-1	-1	-10	-20
CCOC(=O)c1ccc(NC(=O)c2nc[nH]c2C(=O)NC)cc1
 : i	i	-2	1	5	-2.0	3	-2	8	3
COC(=O)c1cn(C(=O)c2ccc(C)c(C)c2)c2ccccc12
 : i	i	4	-3	3	1.3	1	-2	-8	0
COc1cc(/C=C/C(=O)O)cc(S(=O)(=O)NCCCO)c1OC
 : i	i	7	1	3	-2.4	0	-2	5	3
COC(=O)c1sc(NC(=O)c2cccc([N+](=O)[O-])c2)c(C(N)=O)c1C
 : i	i	-11	-3	-15	8.6	-4	1	5	-15
CCOC(=O)c1ccc(NC(=O)CS(=O)(=O)c2cn(CC)c3ccccc23)cc1
 : i	i	3	4	-5	-0.6	-7	-11	-4	1
CO[C@@H]1CN(C)C(=O)c2cc(NS(=O)(=O)c3ccc(C)cc3)ccc2OC[C@H](C)N(Cc2nccs2)C[C@H]1C
 : i	.	.	.	.	0.1	.	.	-2	1
Cc1cc(C(=O)NCCC2=CCCCC2)ccc1[N+](=O)[O-]
 : i	i	-9	3	9	5.4	-2	0	-4	-13
Cc1cc(F)ccc1N1CCC(N2CCN(C)C(CCO)C2)CC1 (centres undefined)
 : i	i	-4	3	1	0.4	-2	0	2	2
COC(=O)Nc1ccc(S(=O)(=O)N2CCCC(C(=O)N3CCCCC3)C2)cc1 (centres undefined)
 : i	i	3	0	0	0.4	-2	-3	3	-11
Cc1ccc(S(=O)(=O)N2CCN(C(=O)COC(=O)CSc3cc(C)ccc3C)CC2)c(C)c1
 : i	i	-5	0	-5	3.1	1	-1	-2	1
CCCN=Cc1ccc(O)cc1
 : i	i	-11	-3	-1	-0.9	1	1	-3	-3
CCCCOc1ccc(CC2CCC(=O)NC2=O)cc1 (centres undefined)
 : i	i	-6	-1	1	-2.1	4	-4	4	2
CC(=O)c1c(C)[nH]c(C(=O)NCc2ccc(F)cc2)c1C
 : i	i	-1	-3	3	0.3	0	3	-3	-2
O=C(O)c1ccc2c(=O)n3c(nc2c1)/C(=C/c1ccccc1OC(F)F)CC3
 : i	i	-11	2	4	1.1	4	0	1	-18
Cc1ccc(C(=O)N2CCN(CCNC(=O)C(=O)Nc3ccc(Cl)cc3)CC2)cc1
 : i	i	-5	-3	-2	0.2	-5	1	2	0
Cc1ccc(CCN2CC(C(=O)NC(C)C)CC2=O)cc1 (centres undefined)
 : i	i	-2	0	2	0.3	0	-2	1	0
N#Cc1ccc(CN(c2ccncc2)S(=O)(=O)c2ccccc2)cc1
 : i	i	1	1	1	-2.3	-6	-3	0	-3
Cc1cccc(C)c1NC(=S)N1CC(C)OC(C)C1 (centres undefined)
 : i	i	-10	-3	4	-0.8	-4	1	-3	2
O=C1NC(NS(=O)(=O)c2ccccc2)(C(F)(F)F)C(=O)N1Cc1cccnc1 (centres undefined)
 : i	i	-2	-1	1	-3.0	2	-3	4	-5
NC(=O)[C@H](Cc1cc2ccccc2s1)NC(=O)[C@@H]1CC2(CC(c3cccc(NC(=O)[C@@H]4CCC(=O)N4)c3)=NO2)CN1C(=O)/C=C/c1c(F)cccc1Cl (some centres undefined)
 : i	i	0	-1	-30	12	34*	2	3	14
COc1cccc(NC(=O)C2(C)CCCN2C(=O)C(C)C)c1OC (centres undefined)
 : i	i	.	-4	0	-1.3	-5	-2	1	-3
c1csc(C(c2nnnn2C2CCCCC2)N2CCN(c3nc4ccccc4s3)CC2)c1 (centres undefined)
 : i	i	0	-4	-8	0.3	21	1	2	-2
COc1ccccc1CCNC(=O)c1cc(-c2ccccn2)nc2ccccc12
 : i	i	-4	-7	-2	-0.2	-1	2	2	-39
CCOCCCNS(=O)(=O)c1ccc(NC(=O)N2c3ccccc3Sc3ccccc32)cc1
 : i	i	-11	0	-14	3.6	-5	0	-4	3
CCOc1ccc(NC(=O)Nc2cc(C(C)C)c(O)cc2C)cc1
 : i	i	-9	0	3	5.3	-5	2	0	5
COc1ccc2nc(NC(=O)CN(C)S(=O)(=O)c3cccs3)sc2c1
 : i	i	-3	2	8	-0.7	0	-3	-2	6
C=Cc1ccc(CC2(C)C(=O)Nc3c(Cl)cccc32)cc1 (centres undefined)
 : i	i	.	-3	1	1.2	-9	1	0	2
O=C(NCCc1ccccc1)C(=O)NCC1OCCN1S(=O)(=O)c1ccc(F)cc1 (centres undefined)
 : i	i	-12	-1	-9	-1.4	-9	0	-5	2
CCN(CC)S(=O)(=O)c1cccc(NC(=O)C(=O)c2c(-c3ccccc3)cc3ccccn23)c1
 : i	i	-18	4	-2	2.7	7	2	-1	-5
COc1ccc(NC(=O)COc2ccc(-n3cnnn3)cc2)cc1OC
 : i	i	-1	-2	-3	-0.7	-2	4	0	2
CCCCc1c(C)nc2ccc(Br)cc2c1SC(N)N
 : i	i	-18	3	11	-1.2	-9	-2	2	-3
O=C(NCc1ccc(F)cc1)c1cc(C2CCCCN2S(=O)(=O)Cc2ccccc2)on1 (centres undefined)
 : i	i	.	1	-2	2.1	-3	0	-2	2
O=C1c2ccc(Cl)cc2S(=O)(=O)c2cccc(C(=O)N3CCN(c4ccc(Cl)cn4)CC3)c21
 : i	i	-2	-3	-7	-1.4	22	5	2	-28
COc1cc(-c2nc3sc(C)c(C)c3c(=O)o2)cc(OC)c1OC
 : i	i	14	1	2	-1.3	-3	-2	0	-25
O=C(CCNc1ccc(F)cc1)c1cccc([N+](=O)[O-])c1
 : i	i	-4	0	-3	1.3	5	1	3	-11
Cc1ccc(S(=O)(=O)N2CCN(C(=O)c3cc(-c4cccs4)nn3-c3ccccc3)CC2)cc1
 : i	i	-8	5	-5	2.4	1	2	3	1
